# High-throughput results deposited in PubChem BioAssay by several laboratories.
# TNFa cytotox = HUVEC cytotoxicity counter-screen, TNF alpha stimulated; HUVEC TNFalpha-stimulated, Hoechst cell count, imaging; cell count reduction, % at 2 µM; 93,000 compounds, 0.17% hits;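 active means cell count reduction exceeding the screen mean by over 5 SD, scaled to untreated wells per plate, cut at about 78% in these data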;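 further: cells counted after 24 h of TNF alpha exposure following the 1 h pretreatment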
# sEH inhibitor = soluble epoxide hydrolase (human) inhibition | P34913 | recombinant human sEH enzymatic activity assay | inhibition, % at 2 µM | 91,000 compounds, 0.34% hits | AID 707; in the data active means inhibition above about 80%; further: values of inactives mirror those of a sister screen read the other way; many of its hits are not listed in these tables
# Target sequence (P34913 whole entry, looked up): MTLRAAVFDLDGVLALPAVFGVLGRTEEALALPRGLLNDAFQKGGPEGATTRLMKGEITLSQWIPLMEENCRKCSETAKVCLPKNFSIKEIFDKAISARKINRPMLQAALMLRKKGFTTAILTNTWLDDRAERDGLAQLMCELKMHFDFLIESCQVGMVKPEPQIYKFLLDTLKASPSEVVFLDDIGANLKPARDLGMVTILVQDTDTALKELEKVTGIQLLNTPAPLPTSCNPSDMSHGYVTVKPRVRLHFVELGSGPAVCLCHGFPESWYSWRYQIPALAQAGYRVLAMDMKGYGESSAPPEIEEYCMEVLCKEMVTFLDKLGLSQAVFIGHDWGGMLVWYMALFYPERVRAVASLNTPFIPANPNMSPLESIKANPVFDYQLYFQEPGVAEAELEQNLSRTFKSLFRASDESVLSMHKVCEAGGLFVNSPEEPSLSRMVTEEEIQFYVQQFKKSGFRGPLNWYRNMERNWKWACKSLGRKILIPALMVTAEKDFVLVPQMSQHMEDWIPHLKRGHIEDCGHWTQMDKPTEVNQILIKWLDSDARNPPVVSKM
# cytoskel mod = cytoskeleton assembly modification; HUVEC TNFa F-actin phalloidin imaging, high content; inhibition, % at 2 µM; 91,000 compounds, 0.18% hits; AID 836;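 active means inhibition above the batch mean plus 3 SD and confirmed as a hit by visual image inspection, cut at about 30% in these data, passing the limit was not always enough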; further: strong numbers were not always called active
# IL1B cytotox = HUVEC cytotoxicity counter-screen, IL-1B stimulated; HUVEC cell count loss, Hoechst imaging; cell count reduction, % at 2 µM; 94,000 compounds, 0.41% hits;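 active means cell count reduction more than 3 SD above the screen-wide mean, cut at about 70% in these data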;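 further: normalized per plate to untreated control cells as the no-loss baseline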
# ERb coact inh = blocks coactivator binding to human estrogen receptor beta; 86,000 compounds, 1.3% hits; inhibition, % at 25.6 µM; Q92731; TR-FRET ER-beta LBD / SRC1-Cy5 peptide binding; receptor agonist-loaded with 1 µM estradiol;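 active means compounds whose percent inhibition of the receptor-coactivator binding signal exceeds about 50% in the single-dose screen, limit read from the data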;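 further: 0% = receptor plus peptide wells without compound and 100% = peptide-only wells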
# Candida biofilm = kills Candida albicans biofilms | 85,000 compounds, 0.14% hits | C. albicans biofilm + clotrimazole, Alamar Blue | inhibition, % at 6 µM | AID 834;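 active means inhibition above 20%; inactive means inhibition below 20%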;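 further: preformed 24 hr biofilms exposed to compound for 48 hr; 0% = biofilm without compound and 100% = blank killed by clotrimazole plus chlorhexidine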
# sEH act = activators of human soluble epoxide hydrolase. purified human sEH enzymatic activity, activator screen. 91,000 compounds, 0.04% hits. P34913. activation, % at 2 µM; in the data active means activation above about 37%; further: values of inactives mirror those of a sister screen read the other way
# Smad3 inh = inhibitors of human Smad3 transcription factor binding | P84022 | TR-FRET Smad3/Dy647-FoxH1 peptide binding, europium anti-His | inhibition, % at 25 µM | 88,000 compounds, 0.29% hits;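 active means compounds that reduce the energy-transfer binding signal between the protein and its labelled peptide by more than half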;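 further: 0% = Smad3 plus labelled peptide maximal FRET and 100% = peptide-only background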
# Target sequence (P84022 whole entry, looked up): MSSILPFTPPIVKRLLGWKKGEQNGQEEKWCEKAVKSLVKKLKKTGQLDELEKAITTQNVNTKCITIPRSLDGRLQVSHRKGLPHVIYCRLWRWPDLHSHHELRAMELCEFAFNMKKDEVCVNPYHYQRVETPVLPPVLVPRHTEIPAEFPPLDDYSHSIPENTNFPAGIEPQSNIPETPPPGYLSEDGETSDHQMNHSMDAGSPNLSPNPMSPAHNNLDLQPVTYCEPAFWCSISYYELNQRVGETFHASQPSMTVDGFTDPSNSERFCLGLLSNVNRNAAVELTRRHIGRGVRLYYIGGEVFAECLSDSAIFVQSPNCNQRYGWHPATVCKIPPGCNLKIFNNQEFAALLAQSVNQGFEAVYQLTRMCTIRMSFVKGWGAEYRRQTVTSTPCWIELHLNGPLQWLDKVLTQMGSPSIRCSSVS
# VCAM1 TNFa inh = reduces TNF alpha induced VCAM1 expression in HUVEC | HUVEC TNFa-induced VCAM-1 immunofluorescence, high-content imaging | inhibition, % at 2 µM | 95,000 compounds, 0.48% hits | AID 802;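 active means inhibition above the batch mean plus 3 SD, with images confirmed as a hit by eye, cut at about 37% in these data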;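 further: 0% = TNF-stimulated DMSO wells and 100% = unstimulated control wells; not every result past the cut was called active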
# Active calls of the source: *; . = not tested or not shown; [ ] = remark or other dose. The list is partial; the hit share may differ from the screen's.
SMILES,TNFa cytotox,sEH inhibitor,cytoskel mod,IL1B cytotox,ERb coact inh,Candida biofilm,sEH act,Smad3 inh,VCAM1 TNFa inh
O=C(NC1CCCCC1)C(c1ccncc1)N(CC1CCCO1)C(=O)C(F)(F)F (stereo unspecified),12,8,.,-43,3,5,-7,3,-21
CC(NC(=O)C(CC(=O)OC(C)(C)C)NC(=O)OC(C)(C)C)C(N)=O (stereo unspecified),8,7,-24,-2,3,4,-9,6,6
O=C(COC(=O)c1ccccc1C(=O)c1ccc(Cl)c([N+](=O)[O-])c1)NC1CCCCCC1,28,10,20,47,.,.,-10,.,87*
Cc1cc(C)nc(N2CCC(C(=O)N3CCN(c4cc(Cl)ccc4C)CC3)CC2)n1,-11,4,15,8,13[fluorescence artefact?],-2,-4,-10,-40
O=C(CSc1nnc(-c2ccco2)n1-c1ccccc1)N1CCc2ccccc21,14,-4,0,-32,-1,11,2,2,16
CCCCCc1nc(N)c(C#N)c(-c2ccco2)c1CCCC,-19,1,-7,11,33,1,-4,5,-1
COc1ccccc1/C=C/CN1CCOCC1,-13,-4,-1,-28,8,5,0,7,14
CCc1nnc(NC(=O)C2Cc3ccccc3CN2S(=O)(=O)c2ccc(C)cc2)s1 (stereo unspecified),12,2,-12,-2,7,1,0,11,19
COc1ccc(OC)c(-c2cc(C(=O)N3CCc4ccccc4C3)no2)c1,-15,.,0,-15,.,.,.,.,-12
COc1ccc(CN2C(=O)[C@@H]3C(c4ccc(F)cc4)=NO[C@@H]3C2=O)cc1,.,-40,36,12,3,6,38*,-16,92*
Cc1ccccc1Nc1nc(N)nc(COC(=O)C(NC(=O)c2ccco2)C(C)C)n1 (stereo unspecified),-1,-10,-7,-14,-1,2,12,-2,7
O=C(c1cnc2c(c1)COc1ccc(Cl)cc1-2)c1ccccc1O,-36,5,-8,-11,26,-3,1,5,6

# Shown tab-delimited: two of the compounds above
SMILES	TNFa cytotox	sEH inhibitor	cytoskel mod	IL1B cytotox	ERb coact inh	Candida biofilm	sEH act	Smad3 inh	VCAM1 TNFa inh
O=C(COC(=O)c1ccccc1C(=O)c1ccc(Cl)c([N+](=O)[O-])c1)NC1CCCCCC1	28	10	20	47	.	.	-10	.	87*
Cc1cc(C)nc(N2CCC(C(=O)N3CCN(c4cc(Cl)ccc4C)CC3)CC2)n1	-11	4	15	8	13[fluorescence artefact?]	-2	-4	-10	-40

# Next section
SMILES,TNFa cytotox,sEH inhibitor,cytoskel mod,IL1B cytotox,ERb coact inh,Candida biofilm,sEH act,Smad3 inh,VCAM1 TNFa inh
COc1cc2ccc(=O)oc2c(O)c1OCC=C(C)C,-48,.,22,-16,7,6,.,0,19
O=C(Nc1cccnc1)c1cc(-c2ccc3c(c2)OCO3)on1,-1,.,6,11,17,6,.,8,-14
Cc1cccc(C)c1OC(=O)CSc1nnc(-c2ccccc2)o1,-14,-7,-6,-6,20,5,10,9[fluorescence artefact?],-4
COc1ccc(N=CC2=C(O)CCCC2=O)cc1,-31,12,.,4,-6,.,-11,6,-2
Cc1noc(/C=C/N(C)C)c1S(=O)(=O)N1CCCC(C(=O)NC2CCCCC2)C1 (stereo unspecified),6,51,-7,-36,-1,5,-52,0,6
Cc1ccc(CNC(=O)C2CCC(=O)N2C2CCCCC2)cc1 (stereo unspecified),-30,20,-1,-5,2,0,-21,-19,2
Cc1ccc(C(=O)/C=C2/NC(=O)CS2)cc1,9,-3,-13,21,-1,1,3,9,-19
O=C(/C=C/c1ccccc1)NC(NC(=S)Nc1ccc(Cl)cc1)C(Cl)(Cl)Cl (stereo unspecified),-24,16,1,-10,.,.,-15,.,11
COc1ccc(-c2nc(CSCC(=O)NCc3ccc4c(c3)OCO4)c(C)o2)cc1,-3,-8,-7,-1,1,6,5,9,14
Nc1ccc2oc(CCc3ccccc3)nc2c1,-12,-8,-16,-18,-1,11,8,-2,8
CCc1c(O)cc2n(c1=O)-c1ccc(Cl)cc1C2(C)C,.,6,4,-8,11,5,-4,-6,20
COc1ccc(Cn2c(CCCO)nc3ccccc32)cc1OC,81*,-11,-12,18,1,-2,12,7,0
Cc1ccc(C(=O)NC(=S)Nc2ccc(Oc3ccc(Cl)cc3)cc2)cc1,-27,-10,2,-7,.,.,11,.,-17
CC1CC(NC(=O)Cc2ccc(Br)cc2)CC(C)(C)C1 (stereo unspecified),-5,68,-10,19,-9[fluorescence artefact?],8,-67,0,-13
O=C(CSc1ncnc2c1cnn2CCc1ccccc1)Nc1cccc(C(F)(F)F)c1,-9,22,-1,20,.,.,-20,.,-7
CSc1nc(C)cc(Oc2ccc(OCCOc3ccccc3)nn2)n1,-3,-13,2,-18,-12,-1,16,-11,-1
c1ccc(-c2noc(-c3ccccc3-c3ccccc3)n2)cc1,-8,-2,8,-122,-5,1,2,-1,-24
Cc1nc(N)sc1-c1csc(Nc2ccccn2)n1,-24,-1,20,-37,24,5,0,11,12
Nc1nnc(Cc2c[nH]c3ccccc23)s1,-3,-21,20,37,-20,7,24,8,9
CC(C)Sc1oc(-c2ccco2)nc1S(=O)(=O)c1ccc(F)cc1,-6,5,-7,-56,.,.,-7,.,-19
CCCCC(=O)NC1(C(F)(F)F)C(=O)Nc2c1c(=O)[nH]c(=O)n2Cc1ccco1 (stereo unspecified),13,-10,14,16,.,.,13,.,-5
COc1ccc(-c2cc(N3CCCC3)n3ncnc3n2)cc1,-27,-9,-12,-17,1,2,7,7,-7
COc1cc(SC)ccc1C(=O)Nc1ccon1,-18,-15,-3,-101,0[fluorescence artefact?],8,9,0,-7
CCOC(=O)c1oc2ccccc2c1NC(=O)c1cccc(OC)c1OC,-19,6,2,-29,-4,10,-5,-12,0
Cc1c2c(nc3c(C(=O)NC4CCCC4)cnn13)CCCC2,-25,14,1,-8,5[fluorescence artefact?],0,-13,-4,-6
O=C(N/N=C/C=C/c1ccco1)c1cccnc1,-3,-7,0,3,3,5,10,4,22
CCCNc1nc(OC(C(F)(F)F)C(F)(F)F)nc(OC(C(F)(F)F)C(F)(F)F)n1,-14,-2,-8,-5,-7,3,5,13,-4
CCC(=O)Nc1ncc2c(n1)CC(c1ccco1)CC2=O (stereo unspecified),.,5,.,0,2,-2,-2,6,.
COc1ccccc1CNC(=O)c1ccc(S(=O)(=O)N2CCCC2)cc1,-10,21,9,-5,2,9,-21,1,2
Cc1ccc(C(=O)Cn2nnc3ccccc32)cc1,1,10,-21,-20,.,.,-7,.,4
COc1ccccc1-c1nnc(NC(C)=O)s1,-2,-1,-28,0,5,-3,0,-19,-8
Cc1cc(SCCOc2ccccc2)nc(N)n1,-10,-2,8,3,-2,-2,3,-12,-9
CC1CCCN(Cc2nc3c(c(=O)n(C)c(=O)n3C)n2CC(N)=O)C1 (stereo unspecified),2,.,3,.,-7,7,.,6,9
CCOC(=O)C1=NNC2(c3ccc(Cl)cc3)C(=O)N(c3cc(C)cc(C)c3)C(=O)C12 (stereo unspecified),-6,-3,8,7,.,.,9,.,3
CCCCN(C)C1=Nc2cccc3cccc1c23,-8,4,.,-4,-11,4,-7,-2,0
CN(C)C(=O)CN(C)S(=O)(=O)c1ccc(Cl)cc1,-3,-18,9,-5,20,6,13,-5,-12
Cc1ccc(S(=O)(=O)N2CCC(C(=O)NCCc3ccc(S(N)(=O)=O)cc3)CC2)cc1,4,-1,-24,-9,.,.,-1,.,7
O=C1CC(N2CCN(c3ccccc3Cl)CC2)C(=O)N1c1cccc(F)c1 (stereo unspecified),-26,7,0,-30,9,10,-5,2,-2
COc1cc(/C=C(/C#N)c2ccc(F)cc2)ccc1OCc1ccc(C(=O)O)o1,-17,0,4,14,-6,6,0,-12,6
O=C(CN(Cc1ccc(F)cc1)C(=O)CCC(=O)Nc1ccccn1)NCc1ccco1,-40,42,31,-26,1[fluorescence artefact?],3,-43,8[fluorescence artefact?],1
Cc1c(Cl)cccc1-n1c(SCC(=O)N(C)Cc2ccccc2)nnc1-c1ccncc1,-5,-6,-7,-20,-3,4,6,-8,4
CCOC(=O)CNC(=O)Cn1cnc2c(nnn2-c2cccc(Cl)c2)c1=O,-1,-9,-13,-16,.,.,7,.,2
CC(C)C(C(=O)Nc1sc2c(c1C#N)CCCCC2)N1C(=O)c2ccccc2C1=O (stereo unspecified),-4,-6,3,15,.,.,4,.,-6
CCCCN(CC)CCNC(=O)c1cc2c(=O)n(C)c3ccccc3c2n1C,-5,.,-10,8,1,10,.,11[fluorescence artefact?],9
CC(O)c1ccc2c(c1)OCCOCCN(C)CCOCCO2 (stereo unspecified),-4,-4,-19,13,-4,3,5,-10,-3
Cc1cc(Cl)ccc1Oc1nccc(N(C)C)c1C#N,5,-6,-8,18,.,.,5,.,-14
O=C(NO)c1ccc(OC(F)F)cc1,-26,-4,39,-1,1[fluorescence artefact?],0,2,-10,-15
CCN(CC)C(=O)Cc1cc(C(=O)O)c2ccccc2n1,-10,15,2,10,-23[fluorescence artefact?],9,-12,9,-30
CCOC(=O)/C(=N\Nc1ccccc1)S(=O)(=O)c1ccccc1,-10,-1,-11,.,0,-1,1,4,-3
Cc1cc(C)nc(Sc2ncnc3sc4c(c23)CCC4)n1,-17,-12,2,2,-8,3,16,2,14
O=S(=O)(/C=C/c1ccccc1)c1ccccc1,1,-18,-9,4,.,.,20,.,-9
c1ccc(Nc2nc(N3CCCCC3)nc(N3CCCCC3)n2)cc1,-2,-8,-3,-18,3,6,11,7,21
Cn1c(=O)[nH]c(=O)c2c1nc(Br)n2CC(O)c1ccccc1 (stereo unspecified),-28,-15,-39,-12,-5,-3,15,-1,-13
CCOc1ccc(-n2c(Cc3cc(=O)[nH]c(=O)[nH]3)nnc2SC(C)C)cc1,-15,-2,1,-5,-3,6,1,2[fluorescence artefact?],6
Cn1nnnc1SCc1ccc(C(=O)Nc2ccc(Br)cc2)cc1,-18,32,-16,-24,.,.,-31,.,8
CC(C)CC1C(C#N)=C(N)Oc2n[nH]c(-c3cccs3)c21 (stereo unspecified),-24,-2,4,-15,1,4,-1,6,1
Cc1n[nH]c(=O)nc1N1CCN(c2ccccc2)CC1,-11,13,5,-38,-10[fluorescence artefact?],4,-11,-10,-5
Cc1ccccc1NC(=S)N(C)C1(c2ccccc2Cl)CCCCC1=O (stereo unspecified),21,7,-21,-13,-16,6,-5,5,-9
CCOC(=O)c1ccc(NC(=O)c2ccc(CN3CCOCC3)cc2)cc1,-38,11,-1,6,13[fluorescence artefact?],6,-9,-8,6
Cc1ccc(-c2nnn(CC(=O)N(c3ccccc3)C(C(=O)NC3CCCC3)c3ccco3)n2)o1 (stereo unspecified),20,-18,-6,-20,5,5,19,-1,1

# Next section:
SMILES,TNFa cytotox,sEH inhibitor,cytoskel mod,IL1B cytotox,ERb coact inh,Candida biofilm,sEH act,Smad3 inh,VCAM1 TNFa inh
COc1cccc(-c2nnc(SCC(=O)Nc3ccc4c(c3)OCCO4)n2Cc2ccco2)c1,-24,18,4,6,-3,7,-16,5,13
CCOc1ccccc1C(=O)Nc1ccc(-c2nnc(-c3ccc(C)cc3)o2)cc1,6,.,2,-15,32[fluorescence artefact?],-3,.,8,-15
CCOc1ccc(/C=c2\sc3nc(-c4ccco4)nn3c2=O)cc1OCC,42,-8,.,28,25[fluorescence artefact?],3,10,12,-10
Cc1noc(C)c1C(=O)OCC(=O)Nc1ccccc1Oc1ccccc1,-11,10,.,-2,-4,3,-10,-9,18
Cc1ccc(C(C(=O)NC2CCCC2)N(Cc2ccc(F)cc2)C(=O)c2csnn2)o1 (stereo unspecified),-18,-5,-12,4,1,9,3,3,-2
COc1ccc(C(=O)N2CCN(c3ccc(C)cc3)CC2)cc1OC,69,2,-17,1,-8,14,-3,9,15
CC(C)OC(=O)n1c(=S)oc2ccccc21,-19,6,22,1,12[fluorescence artefact?],-4,-5,0,-4
